Source: PubChem BioAssay
Polio RdRp inh: poliovirus RNA polymerase inhibition | poliovirus polymerase elongation, fluorescence polarization; active compounds read low | % elongation, % (compound at 16.7 µg/mL) | actives 0.66% (n = 150,000) | AID 588519; in the data active = % elongation below about 90%; note: some results filed as inactive read as strong as hits
Target sequence (P03300 1749-2209 limits assumed): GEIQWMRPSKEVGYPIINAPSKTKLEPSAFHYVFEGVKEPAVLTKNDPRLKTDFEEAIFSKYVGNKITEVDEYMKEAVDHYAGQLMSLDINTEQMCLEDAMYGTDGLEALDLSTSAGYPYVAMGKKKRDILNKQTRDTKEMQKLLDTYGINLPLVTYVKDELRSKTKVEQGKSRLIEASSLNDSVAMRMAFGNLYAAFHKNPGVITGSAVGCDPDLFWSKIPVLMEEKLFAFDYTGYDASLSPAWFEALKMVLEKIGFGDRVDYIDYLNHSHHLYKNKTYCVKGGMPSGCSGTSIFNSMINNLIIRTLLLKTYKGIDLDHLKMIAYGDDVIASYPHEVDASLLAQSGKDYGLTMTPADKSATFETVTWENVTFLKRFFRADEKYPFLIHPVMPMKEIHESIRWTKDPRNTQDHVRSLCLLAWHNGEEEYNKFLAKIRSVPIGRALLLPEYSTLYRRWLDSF
Polio RdRp inh FP z-score: recorded beside Polio RdRp inh, whose call it bears; z-score; measured here: FP z-score; hits read low
Numbers without * were called inactive; & = joins results of further samples. This is a subset; the hit share may differ from the screen's.

SMILES	Polio RdRp inh	Polio RdRp inh FP z-score
COc1ccc(NC(=O)c2cccc(N3CCCS3(=O)=O)c2)cc1	109	0.2
CC1=NN(C(=O)c2ccccc2)C(O)(C(F)(F)F)C1 (stereo not given)	102	0.1
COc1cc(Cl)c(NS(=O)(=O)c2cc(-c3cc(C)no3)ccc2OC)c(OC)c1	101	-1.2
CCCCn1nc(C)c(C(=O)Nc2nc3ccccc3[nH]2)c1Cl	110	0.2
CCOC(=O)c1c(C)cc(C)n2c1nc1ccccc12	102	-0.1
Cn1cc(NC(=O)N(Cc2ccco2)CC2CCCO2)c2ccccc2c1=O (stereo not given)	82*	-4.2*
CCC(C)NC(=O)Cn1c(=O)n(CCc2ccccc2)c(=O)c2c3c(sc21)CCCC3 (stereo not given)	102	0.2
COc1cccc(C2NC(=O)NC(C)=C2C(=O)Nc2cccc(Cl)c2)c1OC (stereo not given)	104	0.4
CCOC(=O)c1nc(N2CCC3(CC2)OCCO3)c2ccccc2n1	98	-1.1
Cc1noc(C)c1CSc1ccccc1C(=O)OC(C)C(=O)N1CCOCC1 (stereo not given)	102	0
Cc1ccc(C(=O)N2CCCCC2)cc1	100	-0.1
COC(=O)c1ccc(C(=O)OC)c(N2C(=O)CSCC2=O)c1	102	0.2
O=C(Cn1ccc2ccccc2c1=O)NCC(=O)N1CCCCC1	103	0.4
N#CC1=C(SCc2ccccc2)SC(c2ccc(C(=O)O)cc2)NC1=O (stereo not given)	86*	-5.6*
S=c1[nH]nc(-c2ccncc2)n1CCc1ccccc1	100&98	-0.4&-1.1
O=C(c1cccs1)N(Cc1ccco1)c1ccc(O)cc1	104	1
CC(Oc1ccccc1F)C(=O)N(C)Cc1ccccc1 (stereo not given)	98	-0.5
CO/N=C/c1ccc(OC)c(OC)c1	104	0.5
O=C(CSc1cn(CCNC(=O)c2c(F)cccc2F)c2ccccc12)Nc1ccccc1F	109	1.2
COc1cc(O)ccc1C1CC(=O)Nc2c1c(=O)nc(SCc1ccccc1C)n2C (stereo not given)	103	-0.9

Six compounds already listed, sorted by length of the SMILES, lowest first.
SMILES	Polio RdRp inh	Polio RdRp inh FP z-score
Cc1ccc(C(=O)N2CCCCC2)cc1	100	-0.1
CC(Oc1ccccc1F)C(=O)N(C)Cc1ccccc1 (stereo not given)	98	-0.5
S=c1[nH]nc(-c2ccncc2)n1CCc1ccccc1	100&98	-0.4&-1.1
COC(=O)c1ccc(C(=O)OC)c(N2C(=O)CSCC2=O)c1	102	0.2
N#CC1=C(SCc2ccccc2)SC(c2ccc(C(=O)O)cc2)NC1=O (stereo not given)	86*	-5.6*
COc1cc(Cl)c(NS(=O)(=O)c2cc(-c3cc(C)no3)ccc2OC)c(OC)c1	101	-1.2

Carrying on:
SMILES	Polio RdRp inh	Polio RdRp inh FP z-score
Cn1c(NCCCO)nc2c(c1=O)C1(CCCCC1)Cc1ccccc1-2	101	-0.3
COc1ccc(Br)cc1/C=C/C(=O)O	99	-0.7
CC1=C(C(=O)NCCN(C)C)C2(CCN(Cc3ccccc3)CC2)OC1=O	102	0.3
CCCC(=O)OCc1cnc(C)c2oc(=O)c(C(=O)Nc3cccc(C(F)(F)F)c3)cc12	105	-0.1
CC(C)CN(CCCNC(=O)c1cn(C)c2ccc(S(=O)(=O)N(C)C3CCCCC3)cc2c1=O)CC(C)C	108	0.8
COc1ccccc1NCc1cccn1-c1nnc(N2CCCC2)s1	100	-0.6
CN(C(=O)CSc1ncnc2sccc12)C1CCCCC1	104	0.2
CCC(=O)N1CCc2cc(S(=O)(=O)NCCC(=O)Nc3ccc(OC)c(OC)c3)ccc21	109	0.8
Cc1cc(C(=O)CSc2nncs2)c(C)n1-c1ccc(F)cc1	106	-0.5
CCc1ccc(NC(=O)CNS(=O)(=O)c2ccc3nc(C)sc3c2)cc1	104	0.8
O=C(O)c1ccc(CNCc2ccccc2Cl)s1	103	-1.3
CC(C)C(=O)N(c1ccc2oc(=O)sc2c1)S(=O)(=O)c1cccs1	99	-0.3
CC1=C(c2ccc(C)c(C)c2)S(=O)(=O)NC1=NCC(=O)NCc1ccc(C)o1	113	4.1
CCOC(=O)N1CCC(NC(=O)c2cnc3n(c2=O)CCS3)CC1	103	0.6
Cc1csc(SCC(=O)N(C)Cc2ccc(F)cc2)n1	103	0
NCCSc1sc(=S)sc1SCCN	103	0.2
CCOc1ccc(NC(=O)COC(=O)C(C)C)cc1	101	-0.1
O=C(CCCN=C1NS(=O)(=O)c2ccccc21)Nc1ccc2c(c1)CCC2	107	0.4
O=C(O)c1nn(CC(=O)N2N=C3/C(=C/c4ccco4)CCCC3C2c2ccco2)c(=O)c2ccccc12 (stereo not given)	102	-0.2
Cc1ccc(C(=O)c2oc3ccccc3c2NC(=O)Cc2coc3ccc(C)cc23)cc1	114	0
COc1cc(-c2nnc(SCc3nc4scc(-c5ccccc5)c4c(=O)[nH]3)o2)cc(OC)c1OC	114	2
Cc1ccccc1C(=O)OCc1cc(=O)n2nc(C3CC3)sc2n1	109	0.5
Cn1cnnc1SCCOc1ccc(Cl)cc1	102	0.2
CNC(=O)c1sc(NCC(C)C)nc1C	103	-0.1
CCC1Sc2ccccc2N(CC(=O)N(C(C)C)C(C)C)C1=O (stereo not given)	102	-0.1
CCC(=O)N1CCc2cc(Br)cc(S(=O)(=O)N3CCCC(C(=O)NCc4ccc(OC)cc4)C3)c21 (stereo not given)	103	-0.8
Cc1[nH]c2ccccc2c1CCNC1=CC(=O)CC(C)(C)C1	97	-1
CC(=O)Nc1ccc(N=Cc2ccccc2)cc1	104	0.3
CC(C)(C)NC(=O)c1cccc(C(=O)NC(C)(C)C)c1	104	0.8
COc1ccc(C2=C(C)C(=O)N(Cc3ccc(C(=O)Nc4ccc(F)cc4C)cc3)S2(=O)=O)cc1	107	0.1
O=C(Nc1ccc(C(=O)OCc2cc(=O)n3nc(C4CC4)sc3n2)cc1)c1cccc(Cl)c1	110	0.8
CNc1nc(-c2ccc3c(c2)CCN3S(=O)(=O)c2ccccc2)cs1	101	-0.2
Cc1ccc2cccc(NC(=O)COc3ccccc3[N+](=O)[O-])c2n1	107	0.1
C=CCn1c(NC(=O)/C=C/c2ccccc2)c(C#N)c2nc3ccccc3nc21	148	4.9
CCc1ccc(NC(=O)C2CCN(S(=O)(=O)c3c(C)[nH]c(=O)[nH]c3=O)CC2)cc1	100	-0.4
C=CCn1c(C)c(/C=C/C2=CCN(C)CC2)c2ccccc21	78	-4.7
CC(C)(C)c1nc2ccccc2c(=O)n1-c1ccc(F)cc1F	99	-0.1
CCc1ccc(-c2nn(CC(=O)NCc3ccccc3)c3c2cnc2ccc(F)cc23)cc1	110	0.8
O=C(C1COc2ccccc2O1)N(Cc1cccnc1)c1nc2c(F)cccc2s1 (stereo not given)	105	-0.3
COc1cccc(Cn2c(=O)n(-c3ccc(Br)cc3F)c(=O)c3sc4ccccc4c32)c1	108	0.6

Continued, starting with the last three of the part before.
SMILES	Polio RdRp inh	Polio RdRp inh FP z-score
CCc1ccc(-c2nn(CC(=O)NCc3ccccc3)c3c2cnc2ccc(F)cc23)cc1	110	0.8
O=C(C1COc2ccccc2O1)N(Cc1cccnc1)c1nc2c(F)cccc2s1 (stereo not given)	105	-0.3
COc1cccc(Cn2c(=O)n(-c3ccc(Br)cc3F)c(=O)c3sc4ccccc4c32)c1	108	0.6
Cc1sc2ncnc(OCC(N)=O)c2c1C	101	-0.3
CC(NCCOc1ccccc1F)C(=O)Nc1ccc(S(N)(=O)=O)cc1 (stereo not given)	106	0.4
COc1ccccc1CNS(=O)(=O)c1cc(C(=O)Nc2cccc(C(F)(F)F)c2)ccc1F	111	0.7
O=C(O)c1coc(COCC(F)(F)F)c1	102	0
CCN(CC)S(=O)(=O)c1ccc2c(c1)N(CC(=O)N1CCN(c3ccccc3F)CC1)C(=O)CO2	102	-0.8
Cc1ccc(NC(=O)CCN2C(=O)c3ccccc3S2(=O)=O)cc1C	103	0.3
O=C1c2ccccc2-c2cc(=O)[nH]c3cccc1c23	89	-0.9
O=C(O)c1ccccc1C(=O)n1ccnc1-c1ccccc1	104	0.6
CCOc1ccc(CNC(=O)c2ccc3c(Cl)c4c(nc3c2)CCCC4)cc1	106	0.3
O=C(OCc1ccc2c(c1)OCO2)c1cccc(S(=O)(=O)N2CCCC2)c1	105	1
COc1cccc(NC(=O)CSc2nc3c([nH]c4ccccc43)c(=O)n2-c2cc(C)cc(C)c2)c1	116	2.1
CCn1c(-c2nonc2N)nc2ccccc21	100	-0.3
COc1ccc2cc(CNC3CCCCC3)c(=O)[nH]c2c1	102	0
CCn1c(=O)c2cc(C(=O)NC3CCCC3)sc2c2ccccc21	102	0.2
CCOC(=O)c1ccc(N2C(=O)c3n[nH]c(-c4cccs4)c3C2c2ccc(O)c(OC)c2)cc1 (stereo not given)	107	0
COc1ccccc1N1CCN(CC(=O)Nc2ccc3[nH]c(=O)[nH]c3c2)CC1	97	-0.5
Cc1ccc(NC(=O)COC(=O)C2(CC(=O)NC(C)C)CCCC2)cc1C	106	0.5
COc1ccc(N2CCN(C(=O)c3ccc(NC(=O)C4=C(C)OCCS4)cc3)CC2)cc1	102	0.2
CN(C)c1ccc(C(CNC(=O)c2ccccc2Cl)N2CCCC2)cc1 (stereo not given)	108	0.4
Cc1cc(C(=O)O)c(C)n1C(C)C	101	-0.2

Laid out differently: three of the compounds above
Each structure is followed by: Polio RdRp inh, Polio RdRp inh FP z-score
- COc1ccccc1N1CCN(CC(=O)Nc2ccc3[nH]c(=O)[nH]c3c2)CC1
    97, -0.5
- CCn1c(-c2nonc2N)nc2ccccc21
    100, -0.3
- O=C(OCc1ccc2c(c1)OCO2)c1cccc(S(=O)(=O)N2CCCC2)c1
    105, 1

Remaining list, next part.
SMILES	Polio RdRp inh	Polio RdRp inh FP z-score
O=C(Nc1ccccc1)Nc1sccc1-c1nc2ccccc2s1	127	3.7
Cc1ccc2c(c1)-c1onc(C(=O)N(C)c3ccccc3)c1CO2	103	0.6
CC1CN(Cc2cc(Cl)c3cccnc3c2O)CC(C)O1 (stereo not given)	141	3.4
COc1cc(NC(=O)C(C)C)ccc1NC(=O)C(C)C	102	0.4
CCC(=O)NCc1nc2ccccc2n1C(C)c1ccccc1 (stereo not given)	103	0.2
CCc1cccc(Nc2c3c(nc4ncnn24)CCC3)c1	102	0.1
O=C(Nc1nnc(C2CCCCC2)s1)c1ccc2c(c1)OCO2	101	-0.1
CC(C)c1ccc(C2C3=C(CC(c4cccs4)CC3=O)Nc3ncnn32)cc1 (stereo not given)	103	0.6
CC(NCCc1ccc(O)cc1)C(O)c1ccc(O)cc1 (stereo not given)	101	0.3
COc1ccc(-c2nnsc2N2C(=O)c3ccccc3C2=O)cc1	101	-0.4
COc1cccc(CNC(=O)c2cnc3c(-c4ccc(F)cc4)c(C)nn3c2C)c1	114	0.7
Cc1[nH]c2ccccc2c1C(O)c1cccnc1 (stereo not given)	104	0.4
CCCCN(C)CCNC(=O)c1cc(-c2cccnc2)nc2ccc(S(=O)(=O)N3CCC(C)CC3)cc12	105	-0.1
Cn1c(COc2ccccc2)n[nH]c1=S	102&101	0.1&-0.3
Cc1cc(C)nc(NS(=O)(=O)c2ccc(NC(=O)COc3ccc(C(C)(C)C)cc3)cc2)n1	107	0.4
COC(=O)CSc1nccc(=O)[nH]1	101	-0.5
CCOc1ccccc1NC(=O)C1CCN(S(=O)(=O)c2ccccc2)CC1	107	0.6
Oc1ccccc1/C=N/c1ncn[nH]1	95&105	-0.8&0.7
O=C(Cn1cc2c(n1)CCCC2)NC1CCCC1	102	-0.2
Cn1c(-c2ccccc2)c(C(=O)CSc2nnc3n2CCCCC3)c2ccccc21	101	-0.2
CC(=O)c1cccc(NC(=O)c2sc(-n3nc(C)c(CCC(C)C)c3C)nc2C)c1	104	0.1
COc1ccccc1OCC(=O)Nc1cccc(Cl)c1Cl	100	-0.5
Cc1cc(O)c(CN2CCN(c3ccc(F)cc3)CC2)c2oc(=O)cc(C)c12	109	0.4
COc1cccc2c1OC1(C)CC2N(C(=O)c2ccc(Br)o2)C(=S)N1c1ccc(C)cc1 (stereo not given)	105	0.6
Cc1nn(-c2cc(N3CCCCC3)ccc2N)c(=O)c2ccccc12	101	0.1
N#CC1=C2SCN(C3CCCCC3)CN2C(=O)CC1c1c(F)cccc1Cl (stereo not given)	69*	-5.3*
COc1ccc2[nH]c(C(=O)N3CCC(Cc4ccccc4)CC3)cc2c1	106	0.7
Cc1cc(N2CCC3(CC2)OCCO3)n2ncnc2n1	100	-0.6
COc1ccc(NC(=O)c2c(C)oc3ccc(O)c(CN4CCCC4)c23)cc1Cl	106	-0.2
O=C(c1cccs1)N1CCN(C(=O)C2CCCCC2)CC1	104	0.4
CC1CC(C)CN(S(=O)(=O)c2ccc(Cl)cc2)C1 (stereo not given)	103	0
O=C(c1cc(C2CC2)on1)N1CCN(c2ccccc2)CC1	103	0.1
COc1ccc(OC)c(N=C2SCCN2C(=O)CC2CCCC2)c1	107	1
CC(C)c1ccc(NC(=S)N=C(N)N)cc1	99	-0.6
COc1cc(C(=S)N(C)C)ccc1O	100	-0.5
O=C(Cn1cnc2ccccc21)N/N=C/c1sc(N2CCCCC2)nc1-c1cccs1	118	2.1
C=CCn1c(Cc2nnc(SCC(=O)c3ccccc3)n2CC=C)nnc1SCC(=O)c1ccccc1	102	0
O=C(Cn1nc(Cc2cccnc2)c2ccccc2c1=O)NCCCN1CCCC1=O	101	0
O=C(c1ccc2c(c1)OCO2)N1CCc2ccccc2C1	101	-0.1
CN(C)CCCn1c(-c2ccc(Cl)cc2)csc1=Nc1ccccc1	106	0.2
CC1CCCCN1C(=O)Nc1noc2c1COc1ccccc1-2 (stereo not given)	101	-0.4
COCCNC(=O)c1ccc2c(c1)N=C(C)c1cc(C)ccc1S2	108	-1.1
CCOC(=O)c1ccc(N2CCN(c3cc(C)ccc3C)CC2)c(NC(=O)Nc2ccccc2)c1	116	1.3
O=S(=O)(Nc1ccc(-c2cn3ccsc3n2)cc1)c1ccccc1	97	-1
CN(Cc1ccccc1)C(=O)c1ccc(Br)cc1	101	0.2
O=C1c2cccnc2C(=O)C1c1ccnc2ccccc12 (stereo not given)	101	-0.3
